MBNL1-CUG inh: blocks human MBNL1 binding to CUG repeat RNA; Potency, µM (titrated, usually from 57.5 µM), for inactives: at the highest dose activity change, negative = inhibition, usual class: inhibitors; Q9NR56; TR-FRET MBNL1-His/biotin-(CUG)12 binding, 665/545 ratio; AID 2675; 0.036% of 280,000 active; active = well fitted inhibition curve with a large enough effect in the signal ratio, with a control signal flat, not every such curve was filed as active; inconclusive = small, poorly fitted or top-dose-only effect, or effect the other way, or a change in a side signal; inactive = no such curve, though single readings can be large or run the other way; the % refers to the signal ratio; also: potency is read from the fitted curve at half-maximal effect; % is scaled to controls: 0 for no effect and ±100 for the full control effect
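Ratiometric TR-FRET (665 over 545 nm, excitation 340 nm) tracks disruption of MBNL1-His/biotin-(CUG)12 complex after 60 min at room temperature, with compounds at 92 nM to 58 uM final.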
a7 integrin act: activators of alpha7 integrin expression for muscular dystrophy; alpha7betagal myoblasts, beta-gal FDG fluorescence, 48 h; Potency, µM (top dose mostly 38.3 µM), inactives show top-dose activation, most hits filed as activators; 0.064% of 350,000 active;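 also: potency is read from the fitted curve at half-maximal effect; 100% = response of the positive control SU9516; nearly all actives have a fitted effect of over 60% in size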
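Alpha7betagal+/- myoblasts (passage 13) were plated 16-24 hr, then exposed to compounds (1:260 dilution of DMSO stock) for 48 hours at 37C. After MPER lysis, β-galactosidase reporter activity was read as FDG fluorescence (ex 480/em 540) after 30 minutes.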
Coupling enz: inhibits coupling enzyme system, counter-screen for aldolase hits; coupling enzyme system counterscreen, AmpLite Red fluorescence; activity change, negative = inhibition, % at 58.2 µM, hits read low; AID 2472; 0.67% of 290,000 active; in the data active = activity change below about -30%; also: % is scaled to controls: 0 for no effect and ±100 for the full control effect
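Fluorescence at 525 nm excitation and 598 nm emission measured inhibition of the coupled detection system without aldolase. Compounds (at 57.5 uM final) were preincubated 10 min at room temperature with coupling enzyme reagent before a 20 min substrate/AmpLite Red step.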
TRPV1 agonist: activates the human vanilloid receptor TRPV1; 0.19% of 320,000 active; AID 540275; TRPV1-expressing cells, Fluo-8 calcium influx, agonist mode; Q8NER1; activation, % at 8.33 µM; in the data active = activation above about 80%; inconclusive = between about 30% and that limit; also: 0% is about no effect
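Fluo-8 calcium influx in TRPV1-expressing cells, kinetic read (ex 480/em 520 nm). Compound added and read 3 min for agonist activity, followed by capsaicin at EC20 final and 2 min further read for enhancement.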
ASM inhibitor: human S-ASM enzyme inhibition; P17405; placental ASM, HMU-PC fluorogenic substrate, 60 min; Potency, µM (series often up to 57.5 µM), inactives show at the top dose activity change, negative = inhibition, usual class: inhibitors; 0.006% of 340,000 active; AID 504937; also: potency is read from the fitted curve at half-maximal effect
Target sequence (P17405 47-631 limits assumed): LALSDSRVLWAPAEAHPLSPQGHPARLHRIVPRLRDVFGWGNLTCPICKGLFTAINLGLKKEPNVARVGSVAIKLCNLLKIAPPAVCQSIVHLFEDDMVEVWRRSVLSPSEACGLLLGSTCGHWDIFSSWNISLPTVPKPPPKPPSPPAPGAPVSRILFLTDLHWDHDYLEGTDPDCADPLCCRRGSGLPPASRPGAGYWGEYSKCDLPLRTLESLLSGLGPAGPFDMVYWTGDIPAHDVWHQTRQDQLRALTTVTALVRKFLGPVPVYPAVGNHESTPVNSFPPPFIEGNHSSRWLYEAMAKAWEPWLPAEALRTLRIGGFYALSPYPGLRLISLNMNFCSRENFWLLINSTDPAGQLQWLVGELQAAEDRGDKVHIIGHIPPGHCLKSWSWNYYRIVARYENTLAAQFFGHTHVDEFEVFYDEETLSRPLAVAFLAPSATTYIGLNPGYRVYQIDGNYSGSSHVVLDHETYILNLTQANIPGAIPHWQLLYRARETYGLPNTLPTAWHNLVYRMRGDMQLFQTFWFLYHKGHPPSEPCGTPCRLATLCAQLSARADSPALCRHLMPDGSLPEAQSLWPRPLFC
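Fluorogenic HMU-PC substrate (9 uM final) is turned over by placental ASM in 60 min at 37 C after a 10 min compound preincubation. Reaction ended by alkaline stop (pH 10), with fluorescence read at 386/447 nm.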
GALK inhibitor: blocks human galactokinase activity; P51570; Purified GALK, Kinase-Glo residual ATP luminescence; Potency, µM (titrated, usually from 57.5 µM), without a hit: top-dose activity change, negative = inhibition, actives largely listed as inhibitors; 0.007% of 270,000 active; AID 1868; also: potency is read from the fitted curve at half-maximal effect; % is scaled to controls: 0 for no effect and ±100 for the full control effect
Target sequence (P51570 whole entry, looked up): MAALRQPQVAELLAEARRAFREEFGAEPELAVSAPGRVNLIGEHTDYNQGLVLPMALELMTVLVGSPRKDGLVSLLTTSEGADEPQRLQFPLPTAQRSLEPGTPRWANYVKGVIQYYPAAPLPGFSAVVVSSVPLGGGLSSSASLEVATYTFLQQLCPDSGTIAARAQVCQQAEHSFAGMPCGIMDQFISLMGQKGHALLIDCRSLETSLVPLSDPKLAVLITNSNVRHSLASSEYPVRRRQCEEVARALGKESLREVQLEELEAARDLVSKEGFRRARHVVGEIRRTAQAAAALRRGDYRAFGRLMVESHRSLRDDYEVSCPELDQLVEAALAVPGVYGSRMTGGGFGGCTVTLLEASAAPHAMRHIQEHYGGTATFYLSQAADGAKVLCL
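Galactose (100 uM) and ATP (35 uM) were turned over by 5 nM GALK for 1 h at RT. Kinase-Glo Plus then converted the remaining ATP into a luminescent signal.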
CXXC DNA block: MLL CXXC-DNA interaction inhibition; MLL-CXXC / FITC-HOXA9 DNA fluorescence polarization; Potency, µM (titrated, usually from 115 µM), without a hit: at the top dose activity change, negative = inhibition, actives largely listed as inhibitors; Q03164; 0.037% of 290,000 active; active = well fitted inhibition curve with a large enough effect in the polarisation, with a control signal flat, not every such curve was filed as active; inconclusive = small, poorly fitted or top-dose-only effect, or effect the other way, or a change in a side signal; inactive = no such curve, though single readings can be large or run the other way; the % refers to the polarisation; also: potency is read from the fitted curve at half-maximal effect
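Steps: dispense CXXC domain solution (7 uM) → pin compounds or unlabeled HOX-A9 DNA control → 5 min ambient → add FLSN-HOX-A9 solution (50 nM) → spin → 30 min ambient → fluorescence polarization. Tris pH 7.5/NaCl/DTT/BSA buffer.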
AT treatment: potential ataxia-telangiectasia treatments restoring KAP-1 phosphorylation | Potency, µM (titrated, usually from 57.5 µM), inactives show top-dose activation, usual class: activators | […] A-T fibroblasts, KAP-1 phosphorylation AlphaLISA; neocarzinostatin DNA damage 30 min before lysis | 0.19% of 320,000 active; also: potency is read from the fitted curve at half-maximal effect; % of control where 0% means no effect; nearly all actives have a fitted effect of over 45% in size
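ATM-like activity read as KAP-1 phosphorylation via AlphaLISA donor/acceptor antibody pairs after lysis and 6 hr at 25C. Cells were ATM-null patient fibroblasts ([…], hTERT), dosed 60 min, then exposed to the DSB inducer NCS for 30 min.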
KCNH2 3.1 block: inhibitors of human KCNH2 3.1 potassium channel isoform | activity change, % (tested at about 1.8 µM) | AID 720553 | 0.95% of 340,000 active | U2OS KCNH2 3.1, thallium flux FluxOr; stronger effect = lower value;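 active = maximum activity change below -70%; inconclusive = maximum activity change from -70% to -50%; inactive = maximum activity change above -50%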;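 also: thallium influx rate constant from kinetic fluorescence after stimulation buffer; % is scaled to controls: 0 for no effect and ±100 for the full control effect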
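Steps: virus added to U2OS suspension (4 h, RT, dark); medium with 10% FBS added, cells plated, 37 C overnight; FluxOr/Red40 loading buffer 45 min RT; stimulation buffer, 2 min kinetic read; rate constant normalized.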
KCNH2 WT inh: KCNH2 (human, wildtype) channel inhibition; U2OS, BacMam KCNH2, thallium flux FluxOr; stronger effect = lower value; activity change, % at 1.84 µM; 0.37% of 340,000 active; Q12809;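 active = maximum activity change below -70%; inconclusive = maximum activity change between -70% and -50%; inactive = maximum activity change above -50%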; also: % is scaled to controls: 0 for no effect and ±100 for the full control effect
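U2OS cells transduced with wild-type KCNH2 virus are loaded with FluxOr dye for 45 min, and thallium flux is measured in kinetic reads before and after stimulation buffer. Rate constants are normalized to DMSO controls.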
* = called active by the depositor; i = inactive; ? = inconclusive; . = not tested or not shown; & = joins results of further samples; [ ] = another dose, or the depositor's remark. Unless noted, calls follow the shape of the dose curve; as a rule, active = well fitted curve in the direction sought with a large enough effect; inconclusive = small, poorly fitted or top-dose-only effect, or another doubt; inactive = no such curve, though single readings can be large; an effect the other way counts as inactive or inconclusive. Compounds as they come; any-hit rate near 2%.

SMILES	MBNL1-CUG inh	a7 integrin act	Coupling enz	TRPV1 agonist	ASM inhibitor	GALK inhibitor	CXXC DNA block	AT treatment	KCNH2 3.1 block	KCNH2 WT inh
CC1CCCCN1C(=O)COc1ccc2ccc(=O)oc2c1 (stereo not given)	-4%	2%	0	-1	4%	-7%	25%	-1%	6	-2
COC(=O)c1ccc(C(=S)N2CCCCC2)cc1	-4%	0%	-1	3	4%	0%	-18%	-4%	9	2
CC1(C)CCC(=NNC(N)=S)CC1	.	32%	.	.	6%	.	.	.	4	2
CC(C)Cn1c(-c2ccccc2)nc(=S)c2c1CCCC2	5%	4%	-2	-1	-1%	-2%	4%	-4%	5	10
CCNC(=O)c1ccc(CSc2nc3ccccc3s2)cc1	?	-5%	.	3	1%	1%	3%	-4%	6	4
COc1ccc(CNC(=O)c2ccc(Br)o2)cc1	-15%	-7%	-3&1	?	1%	.	9%	-10%	5	0
Cc1nc([N+](=O)[O-])c(C(=O)OCc2ccccc2F)n1C	?	-10%	0	10	-1%	-2%	?	2%	5	-9
Cc1ccc(N(CC(=O)NC2CCCCC2)C(=O)CNC(=O)c2ccco2)c(C)c1	-5%	21%	2	-1	0%	7%	7%	0%	-8	-1
CCCCN(C)CCNC(=O)CCn1nc(-c2ccc(Cl)cc2)ccc1=O	10%	-22%	-1	1	-4%	2%	4%	9%	11	.
COc1ccc(C(=O)N2CCC3(CC2)NCCc2[nH]cnc23)cc1	-8%	4%	.	3	3%	6%	-6%	7%	-84*	.
CC(=O)c1cccc(NC(=O)CCC(=O)Oc2ccc(C)cc2)c1	-5%	13%	0	5	1%	.	7%	1%	3	-11
CN1CCN(CCCNC(=O)c2cc3c(-c4ccc(Cl)cc4)nn(C)c3s2)CC1	-14%	-4%	0	2	-1%	4%	-22%	7%	-3	0
CSCCC(NC(=O)c1ccccc1)C(=O)N1CCN(C(C)=O)CC1 (stereo not given)	.	25%	.	-1	3%	.	.	2%	9	-3
O=S(=O)(/N=C(/c1ccccc1)N1CCCCCC1)c1ccccc1	-6%	20%	2	5	-2%	16%	7%	0%	3	-2
COc1cc(C(=O)c2c(C)c(CCC#N)n3ccccc23)cc(OC)c1OC	36%	0%	-5	1	1%	12%	0%	-1%	-4	-1
CC(=O)C1=C(O)C(=O)OC1c1ccc(Cl)cc1 (stereo not given)	7%	12%	9	1	8%	-1%	-10%	-6%	-14	-10
O=C(NC1CCN(S(=O)(=O)c2ccc(F)cc2)CC1)C1CCCCC1	-2%	8%	-1	1	-5%	-3%	36%[activator]	7%	-3	1
CC(=O)Nc1cccc(S(N)(=O)=O)c1C	3%	-35%	-2	1	1%	1%	1%	6%	17	-9
C=CCn1c(SCC(=O)NC2CCS(=O)(=O)C2)nnc1-c1cc2c(s1)CCC(CC)C2 (stereo not given)	-3%	-4%	5	1	-2%	1%	?	2%	-2	4
CCOc1ccc(CNC(=O)C2CCN(c3nnc(C)c4c(C)n(-c5ccc(C)cc5)nc34)CC2)cc1	16%	-81%[inhibitor]	-1	?	7%	3%	-5%	-2%	-36	10

The list goes on, overlapping the part above by 2 compounds.
SMILES	MBNL1-CUG inh	a7 integrin act	Coupling enz	TRPV1 agonist	ASM inhibitor	GALK inhibitor	CXXC DNA block	AT treatment	KCNH2 3.1 block	KCNH2 WT inh
C=CCn1c(SCC(=O)NC2CCS(=O)(=O)C2)nnc1-c1cc2c(s1)CCC(CC)C2 (stereo not given)	-3%	-4%	5	1	-2%	1%	?	2%	-2	4
CCOc1ccc(CNC(=O)C2CCN(c3nnc(C)c4c(C)n(-c5ccc(C)cc5)nc34)CC2)cc1	16%	-81%[inhibitor]	-1	?	7%	3%	-5%	-2%	-36	10
CSc1n[nH]c(-c2sccc2OCc2ccc(C)cc2)n1	-10%	-12%	3	3	-1%	-3%	-4%	5%	-3	-10
Cc1ccc(NS(=O)(=O)c2cccc(C(=O)NCC(c3cccs3)N(C)C)c2)cc1 (stereo not given)	-8%	-4%	-1	5	-2%	1%	6%	3%	8	-13
CC(C)(C)c1ccc(C(=O)NNC(=O)Cc2ccccc2)cc1	6%	25%	5	?	1%	-3%	7%	-7%	3	-8
Cc1cccc(NC(=O)C(=O)NNC(=O)c2ccc(C(C)(C)C)cc2)c1	-8%	11%	8	-2	0%	-3%	-16%	-9%	22	-28
CC1=C(C(=O)NC2CCCc3c2cnn3-c2cc(F)cc(F)c2)OCCO1 (stereo not given)	-4%	16%	.	2	-2%	-2%	10%	23%	.	-15
Cc1ccc2c(c1)c1c(c(=O)n(-c3ccccc3)c(=O)n1CC(=O)NCC1CCCO1)n2C (stereo not given)	-1%	-8%	.	0	.	3%	33%[activator]	-2%	4	-4
Cc1cc2c(cc1C)N(Cc1ccc(Cl)cc1)C1=NCCCN12	.	-55%[inhibitor]	.	.	-4%	.	.	.	-48	12
CNc1ccccc(C(=O)/C=C/c2ccccc2OC)c1=O	32%[activator][11.5 µM]	-47%[inhibitor]	-30*	-2	-11%	.	5%	1%	-6	0
CN1C(=O)NC(c2ccc(O)cc2)C2=C1CN(c1ccc(O)cc1)C2=O (stereo not given)	-1%	-47%[inhibitor]	1	0	2%	-2%	11%	7%	-8	2
Cc1nn(C)c(Oc2ccc(Cl)cc2)c1C=O	0%	-1%	1	-3	2%	3%	2%	10%	5	-7
Cc1cccc(/N=C/c2c(O)[nH]c3ccccc23)n1	15%	-31%	-7	19	2%	1%	-5%	9%	-4	-12
N#CC1=C(N)Oc2n[nH]c(-c3ccccc3)c2C1c1cccnc1 (stereo not given)	12%	20%	2	0	3%	-2%	-1%	-2%	2	5
COc1ccc(-c2nc3ccccc3c(=O)n2CCCN2CCOCC2)cc1	2%	-29%	0	6	-1%	1%	-1%	-3%	-16	-3
Cn1c(=O)n(C)c2cc(NC(=O)CSc3ccccc3)ccc21	-8%	?	.	-1	5%	-2%	-3%	-3%	-3	7
Cc1nc2sc(C(c3cccs3)N3CCN(C(=O)c4ccco4)CC3)c(O)n2n1 (stereo not given)	?	3%	3	1	6%	0%	-10%	.	3	21
COc1ccc(OC)c(C2C(C(=O)Nc3ccccc3OC)=C(C)Nc3nc(CCCO)nn32)c1 (stereo not given)	4%	0%	0	1	0%	0%	5%	8%	-2	0
CCCCn1cnc2c(c(-c3ccccc3)c(-c3ccccc3)n2Cc2ccco2)c1=N	-7%	-22%	12	9	2%	2%	1%	28%	-6	-8
CCOC(=O)c1c(C)[nH]c(C)c1C(=O)COC(=O)Cc1n[nH]c(=O)c2ccccc12	.	2%	.	.	0%	.	.	8%	8	2
Cc1c(C(=O)NCCN(C)C)oc2ccc(S(=O)(=O)N3CCC4(CC3)OCCO4)cc12	-3%	5%	0	-2	2%	0%	2%	6%	4	-2
O=C(CCN1C(=O)/C(=C\c2ccccc2)SC1=S)NNC(=O)c1cccnc1	10%	8%	0	-1	-3%	1%	2%	1%	3	i
O=S1(=O)CCC(NC2CCCC2)C1 (stereo not given)	0%	18%	0	-2	2%	-1%	3%	-5%	5	-21
CC(=O)Nc1ccc(C2=NN(c3ccccc3)C(c3ccccc3)C2)cc1 (stereo not given)	15%	-6%	-1	4	.	1%	-2%	22µM*	-10	7
O=C(O)c1ccc2c(=O)n3c(nc2c1)/C(=C/c1ccc(F)cc1)CC3	?	-11%	-4	-2	5%	-2%	4%	47%	0	12
O=C(O)C1CCC(=O)N(C2CCCCC2)C1c1ccccc1 (stereo not given)	3%	-8%	0	2	7%	-1%	-14%	2%	3	-3
CS(=O)(=O)NCc1csc(-c2ccccc2)n1	10%	30%	1	-6	-1%	0%	4%	-8%	13	-1
CCOC(=O)C1CCCN(C(=O)Cn2cnc3sc(C)c(S(=O)(=O)N4CCOCC4)c3c2=O)C1 (stereo not given)	-2%	-19%	4	2	27%	9%	6%	1%	-3	3
COc1ccc(-n2c(SCC(=O)Nc3cc(C)on3)nc3ccc(O)cc3c2=O)cc1OC	?	-8%	1	1	36%	-1%	0%	-12%	15	2
COc1cc(OC)c(C(=O)Nc2cc(S(=O)(=O)N3CCOCC3)ccc2N2CCN(C)CC2)cc1OC	.	-38%	.	.	3%	.	.	.	-37	-3
COc1cc(N)c(Cl)cc1C(=O)OCC(=O)c1ccc2c(c1)NC(=O)CO2	.	28%	.	1	-10%	.	.	4%	6	0
CCN=C1S/C(=C\c2sccc2C)C(=O)N1CC	13%	1%	3	15	-2%	0%	1%	0%	6	-13
Cc1cc(S(=O)(=O)N2CCCC2)ccc1OCC(=O)N1CCOCC1	6%	-26%[7.66 µM]	-1	3	0%	3%	11%	8%	-1	6
Cc1ccc(CN2CCN(Cc3nc4c(s3)CCCC4)CC2CCO)cc1 (stereo not given)	-5%	-5%	1	2	3%	4%	-5%	6%	-16	42
Cc1cccc2sc(NS(=O)(=O)c3ccccc3)nc12	0%	-7%	.	-7	-1%	6%	16%	27%	-4	3
